HT1080-NT tox = kills 2HG-producing HT-1080-NT fibrosarcoma cells. HT-1080-NT fibrosarcoma viability, CellTiter-Glo ATP luminescence, 48 h. Potency, µM (top dose mostly 46.1 µM), without a hit: top-dose activity, negative = less viability, actives largely listed as cytotoxic. actives 1.6% (n = 360,000);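 further: NT is the 2HG producing partner of a matched IDH1 knockdown line; potency means the concentration at half of the fitted maximal effect; 0% = DMSO-treated cells and -100% = media-only wells without cells; nearly all actives have a fitted effect of over 55% in size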
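Luminescent CellTiter-Glo readout after 48 hours of compound exposure at 37 degrees C defined viability of HT-1080-NT cells. Activity was normalized to DMSO wells and cell-free media wells; concentration-response curves were fitted and assigned curve classes.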
GLP1R cytotox = cytotoxicity counter-screen for GLP-1 receptor inverse agonists | HEK293 cAMP-luciferase reporter cells, luminescence, 24 h | Potency, µM (highest dose often 38.3 µM), for inactives: at the highest dose activity change, negative = inhibition, usual class: inhibitors | actives 0.13% (n = 410,000) | AID 624418;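 further: loss of luciferase light is scored as toxicity; potency means the concentration at half of the fitted maximal effect; on the % scale 0 is the no-effect control and ±100 the full control effect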
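To flag toxic compounds, the library was rerun on cells for 24 hr at 37 deg C and 5% CO2. Viability-linked luminescence was captured 12 min after adding luciferase detection reagent.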
KB-V1 cytotox = KB-V1 MDR subline cytotoxicity; KB-V1 MDR cells viability, CellTiter-Glo, 72 h; Potency, µM (titrated, usually from 46.1 µM), without a hit: top-dose activity change, negative = cytotoxicity, usual class: cytotoxic; actives 3.4% (n = 400,000); further: potency means the concentration at half of the fitted maximal effect; on the % scale 0 is the no-effect control and ±100 the full control effect; nearly all actives have a fitted effect of over 60% in size
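Cytotoxicity via CellTiter-Glo luminescence after 72 h compound exposure at 37 degrees C. Cells: drug-selected KB-V1 line, DMEM phenol-red free plus 10% FBS. Compounds tested at multiple concentrations; normalized data fitted to concentration-effect curves.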
MCF10A rereplic = inducers of DNA re-replication in MCF 10A breast cells | Potency, µM (top dose mostly 46.1 µM), for inactives: at the top dose activity, positive = re-replication, hits mostly activators | actives 2.9% (n = 350,000) | MCF 10A DNA re-replication, Hoechst nuclear intensity, 48 h; further: potency means the concentration at half of the fitted maximal effect; % of control where 0% means no effect; nearly all actives have a fitted effect of over 50% in size
HT1080 IDH1KD tx = kills HT-1080 cells with IDH1 knockdown; HT-1080 IDH1 knockdown viability, ATP luminescence, 48 h; Potency, µM (highest dose often 46.1 µM), inactives show top-dose activity, negative = toxicity, hits mostly cytotoxic; actives 2% (n = 360,000); AID 686971;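 further: potency means the concentration at half of the fitted maximal effect; 0% = DMSO wells and -100% = cell-free medium wells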
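HT-1080-IDH1KD cells (IDH1 knocked down), 750/well in RPMI with 5% FBS, treated with compound 48 h at 37 degrees C. Viability by CellTiter-Glo luminescence, normalised to DMSO and no-cell wells; concentration-response curves classed.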
KB-3-1 tox = KB-3-1 parental cell cytotoxicity | KB-3-1 viability, CellTiter-Glo ATP luminescence, 72 h | Potency, µM (top dose mostly 46.1 µM), for the others: top-dose activity change, negative = cytotoxic, most hits filed as cytotoxic | actives 1.4% (n = 400,000) | AID 1347075; further: potency means the concentration at half of the fitted maximal effect; on the % scale 0 is the no-effect control and ±100 the full control effect; nearly all actives have a fitted effect of over 60% in size
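KB-3-1 cells, DMEM (no phenol red) + 10% FBS; compound by pin transfer, 72 h, 37 °C. Readout: CellTiter-Glo luminescence after 10 min. Data normalized, curve-fitted.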
DRD3 agonist = agonists of human D3 dopamine receptor; P35462; D3R DiscoveRx beta-arrestin cells, luminescence, 90 min; max activation, %; actives 0.58% (n = 410,000); in the data active means max activation above about 30%; further: 0% is about no effect; mostly tested at two doses, the higher about 12 µM
Target sequence (P35462 whole entry, looked up): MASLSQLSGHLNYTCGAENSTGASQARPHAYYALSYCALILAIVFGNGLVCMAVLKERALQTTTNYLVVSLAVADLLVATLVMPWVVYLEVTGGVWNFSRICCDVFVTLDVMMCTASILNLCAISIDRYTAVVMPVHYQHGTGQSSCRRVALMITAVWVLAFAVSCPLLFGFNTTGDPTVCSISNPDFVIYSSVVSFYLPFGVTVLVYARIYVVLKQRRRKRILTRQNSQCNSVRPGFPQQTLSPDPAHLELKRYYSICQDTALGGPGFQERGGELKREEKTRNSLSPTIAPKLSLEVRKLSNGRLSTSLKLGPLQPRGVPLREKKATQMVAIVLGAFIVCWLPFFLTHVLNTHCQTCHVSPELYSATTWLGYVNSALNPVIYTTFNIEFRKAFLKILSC
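Agonist-mode cell screen: cells plated at 1500/well and incubated overnight at 37 °C, then exposed to library compounds for 90 min at 37 °C. Detection reagent was added for 30–60 min at room temperature, and luminescence was read.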
IL-1B inflam inh = blocks inflammasome-driven IL-1 beta release; THP-1 LPS/ATP IL-1B secretion, AlphaLISA, 16 h; hits give low values; AID 743279; activity change, % at 57.5 µM; actives 4.7% (n = 360,000); in the data active means activity change below about -50%; inconclusive means mostly about -30% to -49%; further: on the % scale 0 is the no-effect control and ±100 the full control effect
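Secreted IL-1B measured by AlphaLISA bead assay after 16 h compound exposure of THP-1 cells; compounds (final up to 57.5 uM) added 1 h before LPS (250 ng/mL) and ATP (1.25 mM) stimulation; lower signal means less secretion.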
SW480 rerep = induces DNA re-replication in SW480 colon adenocarcinoma cells. AID 624297. Potency, µM (highest dose often 46.1 µM), for the others: at the top dose re-replication activation, most hits filed as activators. SW480 DNA re-replication, Hoechst DNA content imaging, 48 h. actives 1.8% (n = 340,000); further: potency means the concentration at half of the fitted maximal effect; % of control where 0% means no effect; nearly all actives have a fitted effect of over 55% in size
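Cells (250 per well) received 23 nL compound or DMSO by pin tool and were kept 48 hr at 37 C, 5% CO2. Nuclei were then stained with Hoechst for 40 min and scanned for DNA content.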
The depositor's hits bear a star; ? = inconclusive; nt = not tested or not shown; & = joins results of further samples; [ ] = dose if it differs, or a comment. Unless noted, the call rests on the fitted dose curve; in most records, active means well fitted curve in the direction sought with a large enough effect; inconclusive means small, poorly fitted or top-dose-only effect, or another doubt; inactive means no such curve, though single readings can be large; an effect the other way counts as inactive or inconclusive.

SMILES	HT1080-NT tox	GLP1R cytotox	KB-V1 cytotox	MCF10A rereplic	HT1080 IDH1KD tx	KB-3-1 tox	DRD3 agonist	IL-1B inflam inh	SW480 rerep
Cc1cccc(OCC(=O)N(Cc2ccccc2)c2ccccn2)c1	nt	14%	-9%	nt	nt	1%	-9	nt	nt
Cc1ccc(-c2nnc(SCC(=O)Nc3cccnc3Cl)n2N)cc1	7%	-16%	7%	0%	1%	1%	-1	-3	-1%
CCOC(=O)c1cnc(Nc2ccccc2)nc1C(F)(F)F	-5%	-20%	-13%	0%	-15%	-2%	5	5	-33%[inhibitor]
CCC(CC)NC(=O)COC(=O)c1ccc2c(c1)C(=O)N(Cc1ccco1)C2=O	15%	4%	28%	-7%	2%	-11%	-5	2	-3%
O=C(Oc1ccc(=O)n(-c2ccccc2)n1)c1ccccc1	-8%	37%[activator]	0%	?	-4%	0%	-3	-8	-4%
O=C1CCCCC1Oc1ccc2ccc(=O)oc2c1 (configuration not stated)	16%	2%	0%	5%	5%	-7%	7	-9	-1%
COc1cc(/C=C(\C#N)c2[nH]nc(N)c2C#N)cc(OC)c1O	-16%	?	18%	17%	-15%	?	-2	146	?
CCOc1ccc(C(=O)c2cn(CC(=O)Nc3ccc(Cl)cc3)c3cc4c(cc3c2=O)OCCO4)cc1	nt	-8%	4%	nt	nt	?	-11	nt	nt
COc1ccc(Cl)cc1NC(=O)COC(=O)/C=C/c1c(C)nn(C2CCS(=O)(=O)C2)c1Cl (configuration not stated)	4%	-10%	-13%	-5%	11%	-2%	-8	-2	5%
CC(CC(=O)N1CCN(c2cccc(Cl)c2)CC1)S(=O)(=O)c1ccc2c(c1)NC(=O)CO2 (configuration not stated)	-4%	-15%	-8%	-6%	-4%	?	16	-14	15%
Cn1nc(C(C)(C)C)cc1C(=O)NCc1ccc(N2CCCC2=O)cc1	?	7%	0.58µM*	1%	?	0.65µM*	2	-12	13%
CCn1c(C(=O)O)c(CC(=O)Nc2cccc(C(F)(F)F)c2)c2ccccc21	3%	-14%	1%	-2%	1%	3%	2	38	-7%
Cc1ccc(S(=O)(=O)N2CCC(C(=O)OCC(=O)N3CCCCC3C)CC2)cc1C (configuration not stated)	-2%	7%	3%	2%	5%	0%	0	17	-4%
CCc1c(C)sc(NC(=O)c2noc(C)c2[N+](=O)[O-])c1C#N	4%	0%	0%	?	6%	2%	1	-14	-1%
O=C(C[C@H]1C/C=C\C[C@@H](Cc2ccc(F)cc2)C(=O)OC[C@@H]2CCCN2C1=O)NCCO	9%	4%	22%	19%	12%	4%	10	10	-2%
Cc1nn(-c2ccccc2)c(C)c1NC(=O)COC(=O)c1ccc(S(=O)(=O)C(F)F)cc1	-3%	0%	?	0%	-1%	2%	13	10	0%
NNC(=O)c1cc(O)c(O)c(O)c1	-11%	?	-1%	1%	?	-10%	5	1	-2%
Cc1cnc(NC(=O)c2cc3ccccc3o2)s1	14%	1%	6%	2%	14%	2%	5	35	-9%
Cc1ccc(F)cc1CNC(=O)C1CCC(=O)N(CC2CCCCC2)C1 (configuration not stated)	-2%	-14%	-1%	-2%	-1%	11%	0	18	1%
CCOC(=O)C1(CC2CC2)CCN(Cc2cnc(-c3ccccc3C)nc2)CC1	9%	-3%	?	11%	-6%	-21%	-14	0	28%
Cc1ccc(C(=O)NNC(=O)Cc2csc(-c3csc(C)n3)n2)cc1	-8%	-11%	-20%	-1%	-10%	-5%	-5	-5	-1%
O=C(Nc1ccccc1)N1CCN(c2cccc(C(F)(F)F)c2)CC1	-2%	1%	?	-8%	0%	-6%	-19	-50*	-7%
COC(=O)[C@]12CCCCC=C1N(Cc1cccc3ccccc13)C(=O)[C@H](CC(=O)NCc1cccc(C(F)(F)F)c1)C2	?	-15%	9.2µM*	nt	?	?	-6	-73*	nt
Cc1nnc(SC(C)C(=O)Nc2ccc(S(=O)(=O)N3CCCCC3)cc2)s1 (configuration not stated)	0%	33%[activator]	-7%	6%	-6%	5%	-1	-9	1%
Cc1ccc(-n2c(SCC(=O)Nc3ccc4c5c(cccc35)CC4)nc(O)c(C)c2=O)cc1	9%	1%	2%	18%	5%	1%	3	-1	-6%
COc1cccc(C(=O)N/N=C/c2ccc(OC)c(COc3ccccc3C(N)=O)c2)c1	-15%	-25%	-17%	?	?	3%	-9	0	16µM*
O=C(Cn1nc(N2CCN(c3ccccc3)CC2)ccc1=O)Nc1ccc(F)cc1F	nt	-7%	?	nt	nt	9%	-10	nt	nt
CCN(Cc1cc(=O)n2ccsc2n1)Cc1nc2cc(OC)c(OC)cc2c(=O)[nH]1	10%	2%	4%	-1%	1%	-3%	-1	2	1%
COc1ccc2nc(SCC(=O)N3CCCCC3)c(C#N)cc2c1	-2%	-23%	-18%	3%	-1%	18%	-6	15	-41%
C/C(=N/NC(=O)c1cccc(Br)c1)C1CC2CCC1C2 (configuration not stated)	-8%	-3%	?	-7%	-21%	6%	-14	7	-1%
Cc1c(C(=O)Nc2ccccc2Br)oc2ccc(S(=O)(=O)N3CCCCC3)cc12	nt	-1%	20%	nt	nt	-1%	-10	nt	nt
C#CCn1c(S(=O)(=O)Cc2ccc(C)cc2)nc(-c2ccccc2)c1-c1ccccc1	-22%&-23%	-3%	6.5µM*	27%	?	6.5µM*	0	?	?
O=[N+]([O-])c1ccc(S(=O)(=O)N2CCn3cccc3C2c2ccc(Br)cc2)cc1 (configuration not stated)	nt	0%	-3%	nt	nt	0%	-5	nt	nt
Cc1cc(C)c(C#N)c(SCc2nc3ccccc3[nH]2)n1	-16%	241%[activator]	2%	13µM*	-19%	7%	0	-21	18µM*
c1ccc(-n2cc(CN3CCCC3)c(-c3ccc4c(c3)OCO4)n2)cc1	-14%	-6%	10%	0%	-21%	2%	-18	?	-6%
COc1cccc(-c2cc(C(F)(F)F)nc(NCCc3ccc(OC)c(OC)c3)n2)c1	nt	6%	-12%	nt	nt	?	6	nt	nt
CC[C@@]1(C(=O)OC)N[C@H](CN(C)C(=O)Nc2ccccc2)[C@@H]2C(=O)N(C)C(=O)[C@@H]21	-2%	-1%	0%	-7%	6%	0%	-6	64	-6%
N#Cc1nc(COc2cccc(Cl)c2)oc1NCc1ccncc1	-1%	-4%	-18%	-36%	-18%	9%	-2	10	0%[9.22 µM]
Cc1ccc(C2=Nc3ccccc3N(CC(=O)NCc3ccc(F)cc3)C(=O)C2)cc1C	nt	-5%	-13%	nt	nt	-1%	-12	nt	nt
COC(=O)CC1C(=O)NCCN1C(=O)c1ccc(S(=O)(=O)N2CCOCC2)cc1 (configuration not stated)	12%	5%	1%	-1%	7%	15%	-2	-12	-1%
Cc1ccc(NC(=O)c2ccc(S(=O)(=O)N3CCCC3)cc2)cc1	-3%	8%	23µM*	15%	-16%	-22%	0	?	0%
CCOc1ccc(C(=O)NC(=S)Nc2ccc(N3CCC(C)CC3)cc2)cc1[N+](=O)[O-]	1%	-20%	-9%	?	-8%	1%	-2	-7	9%
CC(C)NC(=O)C1(C)CSCC(=O)N1C1CCN(Cc2ccccc2)CC1 (configuration not stated)	14%	-10%	-12%	nt	4%	7%	-21	-17	nt
COc1c(C)cc(Br)cc1C(=O)Nc1ccc(-c2nc3ncccc3o2)cc1	nt	-8%	1%	nt	nt	-2%	10	nt	nt
CCc1nn(CC(=O)NC2CC2)c(=O)c2cc3ccccc3n12	nt	-1%	6%	nt	nt	1%	2	nt	nt
FC(F)(F)c1cccc(Cc2noc(CN3CCC(c4ccncc4)CC3)n2)c1	-9%	-4%	-20%	2%	-14%	?	16	-13	-22%
CCCC1(c2ccccc2)NC(=O)N(C/C=C/Cl)C1=O (configuration not stated)	1%	-5%	-17%	0%	-3%	13%	2	0	-6%
CCc1nnc(SCc2ccc(OC)c(Br)c2)n1N	13%	-5%	26%	-5%	15%	1%	-3	0	-2%
Cc1ccc(NC(=O)COc2ccccc2C(=O)NCc2ccccc2)cc1	4%[9.24 µM]	0%	-11%	5%	?	1%	7	?	-20%
C=CCNC(=O)NC(=O)COC(=O)c1ccccc1Sc1ccc(C(F)(F)F)cc1[N+](=O)[O-]	?	-3%	?	10%	?	-22%	6	17	?
CCCNC(=O)Cn1c(=O)/c(=C/c2ccc(-c3ccc([N+](=O)[O-])cc3)o2)s/c1=C\C(=O)C(C)(C)C	-7%	-6%	8%	18µM*	-2%	?	11	34	7.3µM*
O=C(COC(=O)c1cc(Br)ccc1Cl)NC1CC1	2%	-8%	14%	-2%	2%	6%	-2	7	-10%
CC(C)Oc1ccc(C(=O)OC(C)C(=O)Nc2nc(-c3cccc([N+](=O)[O-])c3)cs2)cc1 (configuration not stated)	-4%	10%	20%	-1%	-2%	1%	2	-3	-2%
CCC(C)C(NC(=O)C(N)CC(C)C)C(=O)NC(CCC(=O)OCc1ccccc1)C(N)=O (configuration not stated)	-7%	49%[activator]	11%	1%	3%[9.24 µM]	7%	-7	14	?
Cc1ccc2c(CNCc3ccc(C)o3)c(C(=O)O)n(Cc3ccc(F)cc3)c2c1	nt	?	0%	nt	nt	?	5	nt	nt
CCOc1ccc(Nc2oc(-c3ccco3)nc2C#N)cc1	-21%	-14%	-8%	?	?	-13%	-3	?	-2%
C(=N\N=C\c1cccnc1)/c1cccnc1	6%	12%	9%	-1%	0%	2%	0	10	57%
Cc1ccc(NC(=S)NCc2ccc3[nH]c4c(c3c2)CCCC4)cc1	-5%	?	19%	5%	-21%	-24%	-5	?	?

Compound activity as filed in PubChem BioAssay.
